Screening results deposited in PubChem by several laboratories.
NSD2 inh: blocks human histone methyltransferase NSD2; O96028; NSD2 peptide methylation, AlphaScreen, 120 min; inhibition, % at 12.5 µM; hit rate 0.54% among 310,000; in the data active = inhibition above about 50%
Target sequence (O96028 whole entry, looked up): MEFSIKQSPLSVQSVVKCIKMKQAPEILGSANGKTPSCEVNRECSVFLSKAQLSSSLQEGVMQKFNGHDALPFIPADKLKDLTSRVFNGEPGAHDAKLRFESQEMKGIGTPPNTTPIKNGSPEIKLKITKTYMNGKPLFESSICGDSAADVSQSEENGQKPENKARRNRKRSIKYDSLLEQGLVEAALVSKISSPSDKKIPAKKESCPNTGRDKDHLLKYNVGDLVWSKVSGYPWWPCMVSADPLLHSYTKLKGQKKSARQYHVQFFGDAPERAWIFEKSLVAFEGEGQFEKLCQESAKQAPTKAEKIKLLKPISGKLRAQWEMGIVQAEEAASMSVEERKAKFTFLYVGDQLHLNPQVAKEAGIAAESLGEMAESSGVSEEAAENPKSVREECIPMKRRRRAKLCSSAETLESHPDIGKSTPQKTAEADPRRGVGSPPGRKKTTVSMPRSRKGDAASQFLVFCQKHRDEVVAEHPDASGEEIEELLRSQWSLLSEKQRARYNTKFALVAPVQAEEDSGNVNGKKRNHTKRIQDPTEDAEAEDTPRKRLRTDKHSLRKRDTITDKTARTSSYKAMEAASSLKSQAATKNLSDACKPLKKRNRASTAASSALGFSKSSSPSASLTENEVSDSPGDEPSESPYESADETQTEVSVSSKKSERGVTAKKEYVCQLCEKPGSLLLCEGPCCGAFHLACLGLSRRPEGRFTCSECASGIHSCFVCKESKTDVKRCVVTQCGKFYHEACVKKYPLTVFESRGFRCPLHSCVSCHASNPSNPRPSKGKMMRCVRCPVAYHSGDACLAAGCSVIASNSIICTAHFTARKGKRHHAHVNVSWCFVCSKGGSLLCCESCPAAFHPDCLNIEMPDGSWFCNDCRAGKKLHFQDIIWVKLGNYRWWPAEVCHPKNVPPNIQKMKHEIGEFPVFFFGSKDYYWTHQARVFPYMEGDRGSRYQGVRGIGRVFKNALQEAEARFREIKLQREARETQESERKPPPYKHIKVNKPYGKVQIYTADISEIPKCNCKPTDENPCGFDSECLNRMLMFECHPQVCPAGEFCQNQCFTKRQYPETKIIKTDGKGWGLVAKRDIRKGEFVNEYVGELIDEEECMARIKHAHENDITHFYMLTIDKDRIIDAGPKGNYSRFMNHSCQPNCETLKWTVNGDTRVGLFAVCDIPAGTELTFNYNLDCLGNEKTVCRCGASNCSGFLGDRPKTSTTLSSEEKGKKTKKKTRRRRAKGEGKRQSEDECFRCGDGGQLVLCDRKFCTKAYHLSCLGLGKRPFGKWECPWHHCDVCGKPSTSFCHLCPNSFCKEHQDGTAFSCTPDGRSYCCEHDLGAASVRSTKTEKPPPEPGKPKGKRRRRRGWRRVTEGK
SR-BI HDL uptake: mouse SR-BI HDL lipid transfer inhibition. Q61009. ldlA[mSR-BI] CHO cells, DiI-HDL uptake fluorescence, 3 h. inhibition, % at 12.5 µM. hit rate 0.96% among 320,000;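 active = mean replicate inhibition of at least 70% and a set share of replicates each scoring 70 or more; inconclusive = meets just one of the two criteria; inactive = fails both criteria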;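 note: 0% = median of neutral control wells and 100% = median of positive control wells; values of inactives mirror those of a sister screen read the other way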
V-ATPase pHluor: regulators of yeast V-ATPase proton transport | S. cerevisiae, pHLuorin cytosolic pH fluorescence | response, % at 10 µM | hit rate 0.37% among 350,000; in the data active = response mostly above about 7.3%, no sharp cut-off; inactive = mostly below about 5.4%; note: actives read high; inactives centre near 0; some compounds called inactive have numbers as strong as hits; reference of the scale not given here
CDK5 inh: inhibitors of human CDK5/p35 kinase. AID 488839. Q00535+Q15078. inhibition, % at 10 µM. Recombinant CDK5/p35, ADP-Glo luminescence, 60 min. hit rate 0.01% among 330,000;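 active = highest replicate inhibition of at least 50% and at least 75% of replicates reaching 50%; inconclusive = only one of the two criteria met; inactive = both criteria failed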;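 note: plate controls were DMSO neutral control for no effect and GW8510 at 10 µM for full effect; many of its hits are not listed in these tables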
Wnt bcat act: activates Wnt/beta-catenin signaling in a reporter cell assay. activation, % at 9.35 µM. hit rate 1.2% among 300,000. activator, plate reader; in the data active = activation above about 30%, passing the limit was not always enough; inconclusive = no clear call, values can overlap the other calls;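 note: 0% = neutral control wells and 100% = positive control wells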
PvdQ inh: blocks Pseudomonas aeruginosa PvdQ acylase activity | inhibition, % at 10 µM | hit rate 0.063% among 340,000 | purified PvdQ acylase, fluorescence plate reader | AID 488965; in the data active = inhibition above about 30%, passing the limit was not always enough; inconclusive = no clear call, values can overlap the other calls;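 note: 0% = vehicle neutral wells and 100% = reference inhibitor wells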
HTR5A ag: HTR5A agonism, opioid heterodimer counter-screen. HTR5A agonist assay, luminescence, cell-based. activation, % at 9.3 µM. hit rate 0.61% among 340,000. AID 504692; in the data active = activation mostly above about 9.5%, no sharp cut-off; inactive = mostly below about 7.6%;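 note: 0% = cells with vehicle only and 100% = reference agonist; strong numbers were not always called active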
HTR5A inv ag: inverse agonist of human HTR5A in OPRM1-OPRD1 counter-screen; P47898; HTR5A cell line, luminescence, inverse agonism; inhibition, % at 9.3 µM; hit rate 0.083% among 340,000; in the data active = inhibition mostly above about 23%, no sharp cut-off; inactive = mostly below about 18%;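 note: 0% = cells with DMSO and 100% = no-cell wells with DMSO; some compounds called inactive have numbers as strong as hits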
dFosB act: enhances mouse delta FosB homodimer DNA binding | P13346 | purified delta FosB, TAMRA-CDK5 oligo fluorescence polarization; percent of positive-control signal above neutral wells | activation, % at 25 µM | hit rate 0.99% among 340,000;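 active = mean activation above about 17%, with every replicate also reaching it, limit read from the data, passing the limit was not always enough; inconclusive = only one of the two conditions met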;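 note: fluorescence polarization rise as delta FosB binds a TAMRA Cdk5 AP-1 oligo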
MITF TRPM1 HTS: MITF TRPM1 promoter activation in melanoma cells; AID 588334; activation, % at 12.5 µM; SK-MEL-5 TRPM1-promoter luciferase, 24 h; % of positive control, neutral wells = 0; hit rate 0.75% among 300,000;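 active = mean activation of at least 80% with every replicate also reaching 80%; inconclusive = mean reaches 80% but some replicate falls short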;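 note: 0% = neutral control wells and 100% = parthenolide positive control wells; values of inactives mirror those of a sister screen read the other way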
* = called active by the depositor; ? = inconclusive; · = not tested or not shown.

SMILES	NSD2 inh	SR-BI HDL uptake	V-ATPase pHluor	CDK5 inh	Wnt bcat act	PvdQ inh	HTR5A ag	HTR5A inv ag	dFosB act	MITF TRPM1 HTS
O=C(NC1=NCCS1)C1CCN(S(=O)(=O)c2ccc(Cl)cc2)CC1	0	4	3	-6.1	-1	-10	-5	12	12	-3
c1ccc(C(CN2CCCCC2)Oc2ccccn2)cc1 (stereo not drawn)	0	-12	3	0.0	-1	1	4	-13	2	0
COc1ccc(S(=O)(=O)NN(C)c2ncc(C(F)(F)F)cc2Cl)cc1	-4	-22	4	0.2	26	4	-3	8	-1	17
Cc1ccc(C(=O)Nc2ccc(S(=O)(=O)NC3=NCCCCC3)cc2)cc1S(=O)(=O)N1CCOCC1	-4	30	6	1.8	-1	-5	-6	-1	0	-11
Cc1cc(-c2[nH]nc3c2C(c2cccc(O)c2)C(C#N)=C(N)O3)c(C)s1 (stereo not drawn)	7	-20	-1	-0.1	·	-4	1	-3	-12	-15
COc1ccc(Cl)cc1NC(=O)c1cccc(NC(=O)CCC(=O)O)c1	0	15	-2	0.0	-2	-2	2	-24	-11	-3
COc1ccc(CC(=O)Nc2ccccc2C(=O)N2CCOCC2)cc1OC	-4	1	-4	·	·	-3	5	-13	5	-7
CC(OC(=O)CNS(=O)(=O)c1ccc2ccccc2c1)C(=O)N(C)c1ccccc1 (stereo not drawn)	13	4	-2	0.4	1	-10	1	7	-8	4
O=C(Cc1ccc(Cl)cc1)Nc1cccc(S(=O)(=O)N2CCCCC2)c1	0	8	2	-0.6	-3	-5	-1	1	-6	-11
COCc1cc(C)nc(N/N=C/c2ccc(Cl)c(Cl)c2)c1C#N	·	-4	1	0.1	-2	2	-1	2	-2	18
CN(C)c1ccc(/C=N/n2c(C3CCCCC3)n[nH]c2=S)cc1	1	13	-4	3.9	-2	10	-7	24	-16	-6
CC(C)CN(C(=O)COc1cccc(-n2cnnn2)c1)C1CCS(=O)(=O)C1 (stereo not drawn)	-1	9	-2	-0.1	1	-4	0	0	-5	-6
Cc1ccc(-c2nc3c(cnn3-c3ccccc3)c(=O)o2)cc1	·	10	3	1.4	-1	2	1	-5	0	-9
Cc1noc(C(=O)Nc2c(C)nn(Cc3ccccc3)c2C)c1Cl	·	·	-4	-0.3	-6	-17	0	0	0	-6
N#C/C(=C\c1ccc2c(c1)OCCO2)C(=O)NC1CCCCC1	-2	9	4	2.4	11	8	5	0	-6	7
O=C(Nc1ccccc1N1CCCC1)c1cccnc1Cl	0	6	-3	0.0	·	-15	1	-6	-4	-5
CCCC(=O)Nc1ccc(N2CCN(C(=O)c3ccccc3C)CC2)cc1	-1	7	-2	-8.3	·	-17	5	2	1	-14
CC1CCN(CCCNC(=O)CN2C(=O)CSc3ccc(S(=O)(=O)N4CCCCC4)cc32)CC1	7	-6	-4	-0.4	0	-13	4	12	-1	10
CC(C)OC(=O)CSc1nnc(CNc2ccc(Cl)cc2)n1Cc1ccccc1	2	41	-6	0.0	-12	-3	-4	-28	-8	-7
Cc1onc(-c2c(F)cccc2Cl)c1C(=O)OCc1nnc(-c2ccccc2)o1	5	-2	-2	1.3	1	-6	-2	6	-10	0
Cc1nc2cc(NCc3ccc(Cl)cc3)ccc2n1C	6	·	-1	0.3	0	-15	3	-9	-16	26
CCCCNC(=O)NS(=O)(=O)c1ccc(C(=O)OC(C)C)o1	0	-7	1	-0.7	·	-8	6	-21	-7	-13
CC(=O)NCC(=O)OCC(=O)Nc1ccc(C(C)=O)cc1	-1	-4	-2	-3.1	·	-4	2	3	1	-1
Cc1ccc(Oc2c(C)nc(-c3ccccc3)[nH]c2=O)cc1	0	-10	1	0.3	1	-12	1	-7	-9	0
COc1ccc(C(=O)C(/C=N/O)=N/Nc2ccc(F)cc2)cc1	0	65	1	2.7	-1	1	2	-5	-1	12
Cn1c(=O)c2c(nc(NCCc3ccccc3)n2Cc2ccccc2)n(C)c1=O	2	1	0	0.2	-18	-2	-2	6	0	14
CCOC(=O)c1c(-c2ccc(OC)cc2)oc2ccc(OCC(N)=O)cc12	0	22	5	-1.0	1	-6	2	-8	0	5
O=C(Nc1ccncc1)c1cncc(Br)c1	-2	1	-1	-0.9	·	-11	-2	-6	-4	-15
Cc1ccc(S(=O)(=O)NC(=NC2CCCCC2)c2ccc(F)cc2)cc1	4	4	0	1.1	-2	-2	2	-4	-4	18
CCCSc1nc(C)cc(C)c1S(C)(=O)=O	-2	-11	1	-0.1	0	3	-1	4	2	-8
O=C(CNC(=O)c1ccccc1)OC1CCCCC1	-12	-20	-3	-0.2	47*	-11	-1	3	-1	47
Cc1ccc(C)c(N2CCN(C(=O)CCC(=O)N3CCOc4ccc(Cl)cc43)CC2)c1	·	57	2	-0.9	-5	-4	1	-24	-7	·
Cc1cccc(-c2cc(C(=O)Nc3ccc4c(c3)OCCO4)c3ccccc3n2)c1	3	51	3	0.4	-2	-7	-4	11	-11	·
c1ccc(Cn2nnc3c(N4CCc5ccccc5C4)ncnc32)cc1	-3	-13	3	-0.1	·	-5	-4	-31	-14	5
O=[N+]([O-])c1ccccc1S(=O)(=O)NC1CCCC1	-3	-3	1	-0.1	-1	-13	·	·	1	-1
Cc1ccccc1NC(=O)c1ccc(Nc2c([N+](=O)[O-])cc([N+](=O)[O-])c3ccccc23)cc1	1	60	-1	-5.4	3	-8	-6	23	3	-6
COc1cc(-c2c(C#N)c(=O)[nH]c3c2c(C)nn3-c2ccccc2)ccc1O	1	-11	-3	-0.6	·	18	-5	-7	5	·
Cc1ccc(CS(=O)Cc2ccc(C(=O)NCC(C)c3ccccc3)o2)cc1 (stereo not drawn)	5	12	-3	-0.7	0	-15	0	-11	-10	5
CC(C)C[C@H](NC(=O)c1nc[nH]c1C(=O)NC1CCN(C(=O)OC(C)(C)C)CC1)C(=O)OCc1ccccc1	·	-16	-2	1.3	-6	-2	12*	-38	7	-18
Cc1ccccc1NC(=O)CN1C(=O)COc2ccc(Cl)cc21	·	-10	-3	0.0	2	-11	1	-3	-10	7
COc1cc2cc(Oc3ccc4ccc(=O)oc4c3)c(=O)oc2cc1O[C@@H]1O[C@H](CO)[C@@H](O)[C@H](O)[C@H]1O	·	-26	8	-2.3	?	-12	7	-21	-13	-3
COc1ccc(C2c3[nH]c4ccccc4c3C[C@H]3C(=O)N(c4ccccc4C(=O)NCCN4CCOCC4)C(=O)N23)cc1 (stereo partly drawn)	·	8	-4	-0.2	-1	1	6	2	-3	-3
COC(=O)c1ccccc1NC(=S)N1CCC(N2CCCCC2)CC1	-3	·	5	0.5	9	0	4	0	-6	-8
CCC(OC(=O)c1nsc(Cl)c1Cl)C(=O)NCC1CCCO1 (stereo not drawn)	0	·	1	0.3	-2	-13	4	-11	-2	9
CCOc1ccc(CSC(=N)N)cc1[N+](=O)[O-]	11	-36	3	0.2	·	-7	16	-38	-6	-6
C/C(=N\NC(=O)c1ccccc1)c1ccc(N2CCCCC2)cc1	-1	1	1	0.0	7	8	2	6	-2	32
O=C(CN1CCOc2ccccc21)N1CCC(Cc2ccccc2)CC1	·	-5	9	1.2	1	11	-1	2	-10	-5
Clc1ccc2oc(-c3cccnc3NCc3ccccc3)nc2c1	-2	5	0	-1.6	·	-19	3	-9	-9	15
Cc1c(OC(C)C(=O)NCCCN2CCOCC2)ccc2c3c(c(=O)oc12)CCC3 (stereo not drawn)	6	0	2	-0.6	-1	-1	2	13	-14	-2
O=S(=O)(/N=C(/Nc1ccccc1)C(F)(F)F)c1ccccc1	0	-27	0	-1.0	1	-10	-1	-8	5	17
CN(C(=O)c1cccc(NC(=O)Cc2ccc(NC(=O)C3CCN(C(=O)C4CCCCC4)CC3)cc2)c1)C1CCC1	·	28	0	0.9	-1	-15	-1	5	-11	15
Cc1cc(-c2ccc(Cl)cc2Cl)c(C#N)c(=O)[nH]1	-3	·	-2	-1.3	-2	-9	0	-26	2	-7
O=C(Nc1cc(S(=O)(=O)N2CCCC2)ccc1OCC(F)(F)F)c1ccccc1F	-1	-1	1	·	-1	-2	2	5	-6	4
COc1ccc(N2C(=O)C3CCCN3C2=O)cc1 (stereo not drawn)	·	-4	2	0.7	1	-11	-3	9	-1	-7
COc1cc2c(cc1NC(=O)COC(=O)c1ccc(C(C)(C)C)cc1)oc1ccccc12	-1	-4	-1	-4.2	4	-7	-7	18	3	6
CC1=CC(=O)C(C(C)=Nc2ccccc2Cl)C(=O)O1 (stereo not drawn)	-2	·	2	-1.8	2	-8	2	-24	-2	-1
CCCCCC(=O)c1c(C)[nH]c(C(=O)OCC)c1C	-2	28	-2	-3.1	9	-5	1	-18	0	0
O=C(CC(c1ccccc1O)N1CCCCC1)N1CCCCC1 (stereo not drawn)	0	-17	-3	-0.3	39*	1	4	-13	-7	·
O=C1Nc2ccc(F)cc2C12Nc1ccccc1-c1nnc(SCc3ccccc3)nc1O2 (stereo not drawn)	4	·	-2	-0.4	-1	-1	-6	16	-13	-2
COc1ccccc1CN1CC(C(=O)N(C)CCc2nc3ccc(F)cc3[nH]2)CCC1=O (stereo not drawn)	-6	8	0	-0.1	-1	-9	1	6	-7	-6

The list goes on, starting with the last 3 of the part before.
SMILES	NSD2 inh	SR-BI HDL uptake	V-ATPase pHluor	CDK5 inh	Wnt bcat act	PvdQ inh	HTR5A ag	HTR5A inv ag	dFosB act	MITF TRPM1 HTS
O=C(CC(c1ccccc1O)N1CCCCC1)N1CCCCC1 (stereo not drawn)	0	-17	-3	-0.3	39*	1	4	-13	-7	·
O=C1Nc2ccc(F)cc2C12Nc1ccccc1-c1nnc(SCc3ccccc3)nc1O2 (stereo not drawn)	4	·	-2	-0.4	-1	-1	-6	16	-13	-2
COc1ccccc1CN1CC(C(=O)N(C)CCc2nc3ccc(F)cc3[nH]2)CCC1=O (stereo not drawn)	-6	8	0	-0.1	-1	-9	1	6	-7	-6
CCN(CCCNC(=O)C1CCC(=O)N1C1CCCC1)c1cccc(C)c1 (stereo not drawn)	-3	2	1	2.3	·	0	-3	9	4	-4
Cc1cccc(-n2c(-c3ccncc3)n[nH]c2=S)c1C	-3	3	-3	1.1	1	-3	-3	8	-3	-5
O=C(Oc1coc(CSc2ncccn2)cc1=O)c1cccs1	0	·	0	-1.6	2	-11	2	20	3	-2
CC(C)/C=C/C(=O)N1CCCC(N2CCN(c3ccccc3F)CC2)C1 (stereo not drawn)	3	49	3	-0.3	3	-4	-5	17	-2	3
Cc1cccc(OC(C)C(=O)N2CCc3ccccc3C2)c1 (stereo not drawn)	0	-2	-4	-0.5	-1	-10	-1	4	-13	·
Cc1ccc2[nH]c(=O)c(C(c3nnnn3CCc3ccccc3)N3CCOCC3)cc2c1 (stereo not drawn)	3	5	3	-1.1	-5	-19	3	14	-7	10
CC1CN(C(=O)COC(=O)c2ccc(O)cc2)CC(C)O1 (stereo not drawn)	5	-7	-5	2.0	-2	4	2	3	1	-7
O=C(COc1ccc(Cl)cc1)N1CCCCC1	-7	-5	-8	-0.9	·	11	-2	0	-2	23
CCNC(=O)COc1ccc(OCc2ccccc2)cc1	-11	-23	5	0.3	15	-24	10	-24	-1	32
CC1CCCN(S(=O)(=O)c2ccc(NC(=O)Cc3ccc(S(=O)(=O)N4CCOCC4)s3)cc2)C1 (stereo not drawn)	-2	20	-1	0.6	-1	8	14	-36	-3	-10
